FBPA coupling cs – counter-screen for Giardia aldolase inhibitors: coupling enzyme system | AID 2472 | activity change, negative = inhibition, % at 58.2 µM, hits read low | hit rate 0.67% among 290,000 | coupling enzyme system counterscreen, AmpLite Red fluorescence; in the data active means activity change below about -30%; further: on the % scale 0 is the no-effect control and ±100 the full control effect
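Coupling enzymes only (glyceraldehyde-3-phosphate) + compound, at 57.5 uM final, 10 min RT; add substrate/coupling/AmpLite Red mix, 20 min RT; fluorescence ex 525/em 598 nm. Actives flag coupling-system interference.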
ASM inhibitor – blocks human secretory acid sphingomyelinase; P17405; placental ASM, HMU-PC fluorogenic substrate, 60 min; Potency, µM (highest dose often 57.5 µM), for inactives: top-dose activity change, negative = inhibition, hits mostly inhibitors; hit rate 0.006% among 340,000; further: potency means the concentration at half of the fitted maximal effect
Target sequence (P17405 47-631 limits assumed): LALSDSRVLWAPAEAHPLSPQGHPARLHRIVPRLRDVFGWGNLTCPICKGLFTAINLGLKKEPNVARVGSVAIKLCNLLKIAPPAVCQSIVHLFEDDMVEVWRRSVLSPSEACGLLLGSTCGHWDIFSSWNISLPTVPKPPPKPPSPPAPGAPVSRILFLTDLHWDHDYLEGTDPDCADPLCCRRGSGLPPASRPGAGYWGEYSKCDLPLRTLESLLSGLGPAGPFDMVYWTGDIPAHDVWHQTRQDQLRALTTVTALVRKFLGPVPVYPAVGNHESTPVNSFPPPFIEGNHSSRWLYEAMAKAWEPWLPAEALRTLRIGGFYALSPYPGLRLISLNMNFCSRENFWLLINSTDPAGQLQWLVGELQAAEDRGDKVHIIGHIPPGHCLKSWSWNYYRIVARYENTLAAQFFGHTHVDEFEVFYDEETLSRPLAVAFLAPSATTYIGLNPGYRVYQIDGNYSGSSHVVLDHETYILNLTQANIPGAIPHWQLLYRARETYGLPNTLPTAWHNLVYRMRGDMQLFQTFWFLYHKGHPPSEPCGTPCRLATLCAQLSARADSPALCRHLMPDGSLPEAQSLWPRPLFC
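Fluorogenic HMU-PC substrate (9 uM final) is turned over by placental ASM in 60 min at 37 C after a 10 min compound preincubation. Reaction ended by alkaline stop (pH 10), with fluorescence read at 386/447 nm.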
Integrin act MD – integrin-mediated muscular dystrophy alleviation activation; alpha7betagal myoblasts, beta-gal FDG fluorescence, 48 h; Potency, µM (highest dose often 38.3 µM), inactives show top-dose activation, actives largely listed as activators; hit rate 0.064% among 350,000;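 further: potency means the concentration at half of the fitted maximal effect; 100% = response of the positive control SU9516; nearly all actives have a fitted effect of over 60% in size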
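alpha7betagal+/- myoblasts (passage 13, 250/well) treated 48 h at 37C with compounds at 1:260 dilution of DMSO stock. Lysed, then beta-galactosidase activity read as FDG fluorescence (ex 480/em 540) after 30 min, with pre-read for autofluorescence.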
Chronic BCR inh – chronic active BCR signaling inhibition; ABC-DLBCL IkBa-CBG/CBR reporter, luminescence ratio, 4 h; AID 493014; Potency, µM (titrated, usually from 46.1 µM), inactives show top-dose ratio change, negative = lower green/red ratio, usual class: inhibitors; hit rate 0.05% among 340,000; active means well fitted inhibition curve with a large enough effect in the signal ratio, with a control signal flat, not every such curve was filed as active; inconclusive means small, poorly fitted or top-dose-only effect, or effect the other way, or a change in a side signal; the % refers to the signal ratio;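 further: potency means the concentration at half of the fitted maximal effect; plate controls were basal doxycycline-induced cells for no effect and cells given 10 µM MG132 for full effect; MG132 reads +100%, hits lower the ratio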
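TMD8 ABC-DLBCL cells carrying doxycycline-inducible green luciferase fused to IkappaBalpha plus unfused red luciferase were exposed to compounds (up to 46 uM) for 4 hrs at 37C. Activity came from the overlap-corrected green/red luminescence ratio.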
Giardia kill – kills Giardia lamblia | Giardia lamblia trophozoite viability | activity change, % at 7.66 µM, hits read low | hit rate 0.15% among 340,000; in the data active means activity change below about -80%; inconclusive means between about -30% and that limit;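 further: parasites exposed to compound for two days anaerobically before the ATP read; on the % scale 0 is the no-effect control and ±100 the full control effect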
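Viability, read as ATP luminescence: trophozoites at 100 cells/well, compound added, 48 hrs anaerobic at 37 deg C, then 15-30 min room-temperature development before reading.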
B2AR arrestin – agonists driving beta-arrestin recruitment to human beta2-adrenergic receptor. beta-arrestin recruitment to beta2AR, cell-based reporter. Potency, µM (highest dose often 46.1 µM), for inactives: top-dose activation, most hits filed as activators. hit rate 0.02% among 330,000. AID 492947;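 further: potency means the concentration at half of the fitted maximal effect; 0% = DMSO controls and full agonism = EC100 isoproterenol or metaproterenol; nearly all actives have a fitted effect of over 65% in size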
Target sequence (P07550 whole entry, looked up): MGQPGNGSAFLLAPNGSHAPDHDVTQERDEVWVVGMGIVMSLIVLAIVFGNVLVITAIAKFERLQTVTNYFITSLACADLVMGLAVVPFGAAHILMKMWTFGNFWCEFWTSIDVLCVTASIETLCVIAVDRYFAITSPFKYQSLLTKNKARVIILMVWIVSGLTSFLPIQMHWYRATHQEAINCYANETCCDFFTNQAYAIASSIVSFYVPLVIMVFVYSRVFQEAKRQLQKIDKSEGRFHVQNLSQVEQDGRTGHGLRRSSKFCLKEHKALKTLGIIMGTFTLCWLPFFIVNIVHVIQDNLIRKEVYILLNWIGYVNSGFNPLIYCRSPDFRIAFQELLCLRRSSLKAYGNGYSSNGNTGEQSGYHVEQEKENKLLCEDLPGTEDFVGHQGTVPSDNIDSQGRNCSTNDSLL
GALK inh – galactokinase (human) inhibition; P51570; Purified GALK, Kinase-Glo residual ATP luminescence; Potency, µM (highest dose often 57.5 µM), inactives show at the highest dose activity change, negative = inhibition, most hits filed as inhibitors; hit rate 0.007% among 270,000; AID 1868; further: potency means the concentration at half of the fitted maximal effect; on the % scale 0 is the no-effect control and ±100 the full control effect
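GALK at 5 nM final was combined with compound, 35 uM ATP and 100 uM galactose in HEPES pH8.0 with MgCl2 and DTT. The reaction ran one hour at room temperature before luminescent ATP detection.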
Tb PFK inh – T. brucei PFK enzyme inhibition. O15648. T. brucei PFK, ADP-Glo luminescence. Potency, µM (highest dose often 57.5 µM), for the others: top-dose activity, negative = inhibition, actives largely listed as inhibitors. hit rate 0.17% among 330,000. AID 485367;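 further: potency means the concentration at half of the fitted maximal effect; 0% = uninhibited 1x PFK enzyme wells and -100% = no-enzyme wells; nearly all actives have a fitted effect of over 60% in size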
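Compounds were pin-transferred as a titration series up to 57 uM into substrate buffer (0.5 mM F6P, 0.1 mM ATP, pH 8.0), then 1.25 nM PFK was added and reactions ran 45 min before ADP-Glo detection.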
PKM2 activator – increases activity of human pyruvate kinase M2; P14618; purified PKM2, Kinase-Glo ATP luminescence, activation; response scale: 0% is enzyme alone, no compound; Potency, µM (doses to about 57.5 µM), for inactives: at the highest dose activation, actives largely listed as activators; hit rate 0.34% among 260,000; AID 1631; further: potency means the concentration at half of the fitted maximal effect; on the % scale 0 is the no-effect control and ±100 the full control effect; nearly all actives have a fitted effect of over 55% in size
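ATP formation by purified human PK-M2, quantified via coupled luciferase luminescence after 1 h at room temperature with 0.1 mM ADP and 0.5 mM PEP final.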
Menin MLL FP TR – displaces Texas Red mutant MLL peptide from human menin; hit rate 0.23% among 270,000; Potency, µM (top dose mostly 61.6 µM), without a hit: top-dose FP activity change, negative = inhibition, usual class: inhibitors; O00255; Menin + Texas Red MLL mutant peptide, fluorescence polarization; active means well fitted inhibition curve with a large enough effect in the polarisation, with a control signal flat, not every such curve was filed as active; inconclusive means small, poorly fitted or top-dose-only effect, or effect the other way, or a change in a side signal; inactive means no such curve, though single readings can be large or run the other way; the % refers to the polarisation; further: potency means the concentration at half of the fitted maximal effect; % of control where 0% means no effect; many of its hits are not listed in these tables
PTAP TSG101 blk – blocks PTAP/TSG101 interaction to inhibit HIV-1 budding. Q99816. Fluorescence polarization, FITC-PTAP peptide / Tsg101 binding. Potency, µM (top dose mostly 115 µM), inactives show at the top dose activity change, negative = inhibition, hits mostly inhibitors. 340,000 tested, under 10 active; active means well fitted inhibition curve with a large enough effect in the main read-out, with a control signal flat, not every such curve was filed as active; inconclusive means small, poorly fitted or top-dose-only effect, or effect the other way, or a change in a side signal; inactive means no such curve, though single readings can be large or run the other way; further: potency means the concentration at half of the fitted maximal effect; % of control where 0% means no effect
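FP read-out: FITC-PTAP peptide, 50 nM final, binding Tsg101 binding domain, 10 uM final; 20 min, r.t.; 10 mM HEPES pH 7.5, 0.15 M NaCl, 0.01% Tween 20, 3 mM EDTA, 0.1 mM TCEP.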
Active calls of the source: *; u = inconclusive; x = not tested or not shown; [ ] = another dose, or the depositor's remark. Unless noted, the call rests on the fitted dose curve; in most records, active means well fitted curve in the direction sought with a large enough effect; inconclusive means small, poorly fitted or top-dose-only effect, or another doubt; inactive means no such curve, though single readings can be large; an effect the other way counts as inactive or inconclusive.

SMILES	FBPA coupling cs	ASM inhibitor	Integrin act MD	Chronic BCR inh	Giardia kill	B2AR arrestin	GALK inh	Tb PFK inh	PKM2 activator	Menin MLL FP TR	PTAP TSG101 blk
Cn1nnnc1SCC(=O)Nc1ccccc1Br	3	-2%	25%	-2%	1	8.2%	-2%	0%	-2%	2%	-3%
C=CCn1c(SCC(=O)c2cc(C)n(C(C)COC)c2C)nc2sc(C)c(C)c2c1=O (centres undefined)	8	-4%	-37%	u	-12	-0.1%	-3%	0%	-7%	1%	-6%
CCOc1ccc(NC(=O)Nc2cccn(Cc3ccccc3)c2=O)cc1	-13	-7%	-13%	u	11	-0.4%	2%	0%	-3%	u	0%
C(=N\Nc1nc2ccccc2[nH]1)/c1ccc2c(c1)OCCO2	2	-1%	-20%	u	-14	-0.9%	5%	1%	2%	x	-4%
COCc1nnc(NC(C)=O)s1	3	3%	0%	1%	-7	2.6%	1%	-2%	1%	9%	1%
CC(C)(C)OC(=O)CNC(=O)c1[nH]cnc1C(=O)Nc1ccc(Cl)cc1	1	-19%	-42%	13%	-18	-1.2%	3%	-3%	0%	x	-6%
CC(=O)Oc1c(-c2ccc(Br)o2)oc2ccccc2c1=O	2	5%	-4%	-17%	12	3.1%	-2%	8%	-2%[11.5 µM]	u	-8%
CSC1=NCCN1C(=O)Cc1ccc(Cl)cc1	4	-1%	-15%	8%	-7	0.5%	0%	-6%	0%	2%	-3%
CCOCCCNC(=O)CN1C(=O)COc2ccc(S(=O)(=O)N3CCCCCC3)cc21	3	2%	-7%	6%	9	-0.1%	-1%	-12%	3%[0.46 µM]	-3%	-1%
NC(N)=NN=C1CCC(c2ccccc2)CC1 (centres undefined)	-1	2%	-20%	1%	3	-0.4%	0%	0%	0%	-3%	-3%
Cc1ccc(S(=O)(=O)NN2C(=O)c3ccccc3NC2c2ccccc2O)cc1 (centres undefined)	2	0%	-19%	-1%	-17	0.2%	-2%	-1%	10%	21%	-3%
CC1(C)Cc2c(C#N)c(SCC(=O)c3ccccc3)nc(N3CCOCC3)c2CO1	-6	4%	3%	u	-5	-0.7%	-3%	-9%	-5%	11%	0%
CSc1nc(N)nc2c1ncn2CC(=O)NCC1CCCO1 (centres undefined)	x	7%	1%	1%	13	-1.2%	x	0%	x	x	-4%
Cc1c(F)cccc1NC(=O)CCCCCC1NC(=O)NC1C (centres undefined)	1	1%	7%	u	9	0.5%	-1%	-4%	10%	23%	0%
C/C(=N/NC(=O)c1ccc2c(c1)OCO2)c1cccc([N+](=O)[O-])c1	x	2%	-17%	u	-5	-0.4%	0%	0%	x	x	-2%
CCCc1c(C(=O)Nc2ccc(OC)cc2)cnn1-c1ccccc1	-3	-2%	17%	u	-15	0.3%	5%	-2%	1%	x	0%
CC(O)COc1ccc(/C(=N/O)c2ccccc2)cc1 (centres undefined)	2	-2%	11%	-15%	-15	0.1%	1%	14%	-1%	6%	-6%
Cc1cccc(C)c1NC(=O)CN(C)C(=O)CC1CC2CCC1C2 (centres undefined)	x	0%	21%	2%	-7	0.1%	x	3%	x	x	1%
COc1ccc(C(=O)COC(=O)CCn2nnc(-c3cccc(O)c3OC)n2)cc1	1	-5%	-22%	u	3	0.0%	8%	3%	-2%	-14%	-11%
Cc1ccc(C(=O)NC(N(C)C)C(Cl)(Cl)Cl)cc1 (centres undefined)	2	0%	16%	-8%	17	0.2%	12%	-6%	13%	2%	-6%
COC(=O)c1sccc1-n1cccc1C(=O)C(=O)Nc1ccc(F)cc1	-2	-6%	u	u	-14	-0.4%	0%	5%	0%	-4%	-1%
CC(=O)C[C@H](O)CC(=O)[C@H]1OC(=O)CCCCCc2ccccc21	x	16%	-1%	u	5	-0.7%	x	-2%	x	x	-1%
Cc1cc(C)c(S(=O)(=O)c2cccc(C)c2C)c(=O)[nH]1	0	2%	-9%	0%	-10	-0.7%	-2%	-6%	x	-5%	-1%
COc1ccc(NC(=O)NC2(C)CCS(=O)(=O)C2)cc1 (centres undefined)	-4	-1%	-5%	-1%	-20	0.1%	16%	1%	-6%	-9%	-10%
CCS(=O)(=O)c1ccc2c(c1)N(S(C)(=O)=O)CC(C(=O)NCCOC)O2 (centres undefined)	0	0%	12%	-2%	13	7.9%	-1%	-2%	-1%	-2%	-5%
O=C(NNC(=O)c1cc2cc3ccccc3nc2s1)c1cccc(Cl)c1	7	-5%	-9%	5%	-24	-0.7%	-2%	u	1%	u	-3%
Nc1ccc(C(=O)NC23CC4CC(CC(C4)C2)C3)cc1	4	4%	22%	-2%	-5	-0.2%	9%	-1%	-11%[11.5 µM]	3%	-3%
Cc1ccc(C(=O)OCc2cn(-c3ccccc3)nn2)cc1	-8	-2%	-8%	0%	-1	0.1%	4%	-2%	-1%	3%	0%
CCOC(=O)c1cnc2c(C(F)(F)F)cccc2c1N1CCOCC1	4	-5%	-12%	6%	9	0.4%	-2%	-4%	2%	-5%	-6%
COc1ccc(C(C)=O)cc1CSc1nc2ccccc2c(=O)n1-c1cccc(C)c1	1	-2%	-9%	u	-9	0.1%	0%	2%	2%	-16%	1%
Cc1c(C(=O)NC(=S)NCC(C)C)oc2ccccc12	2	0%	12%	u	0	-0.7%	x	-3%	-3%	0%	-6%
COC(=O)c1c(C)[nH]c(C(=O)/C=C/c2ccccc2)c1C	-2	37%	-19%	10%	-26	-0.8%	0%	-8%	-8%	12%	0%
COC(=O)c1ccc(-n2c(C)cc(-c3csc(NC(=O)c4ccc(S(=O)(=O)N(C)C)cc4)n3)c2C)cc1	0	-6%	-29%	2%	5	-0.6%	0%	-3%	0%	16%	0%
CC(C(=O)NC1CCCC1)N(C(=O)Cn1nnc(-c2ccc(F)cc2)n1)c1ccccc1F (centres undefined)	-1	5%	5%	u	-2	-0.6%	6%	-6%	x	u	-9%
CN(c1ccc(OCC(=O)OCC(=O)Nc2ccccc2F)cc1)S(=O)(=O)c1cccs1	0	-2%	-21%	2%	2	-0.6%	1%	-1%	2%	-1%	1%
O=C(CSc1nc2ccc(N3CCOCC3)cc2c(=O)n1CCc1ccccc1)NCC1CCCO1 (centres undefined)	-31*	36%[activator]	17%	u	16	0.2%	0%	-2%	0%	9%	0%
O=C(O)C1CCN(S(=O)(=O)/C=C/c2ccccc2)CC1	3	3%	4%	2%	8	0.1%	-1%	0%	1%	x	1%
NS(=O)(=O)c1ccc(NC(=O)c2ccc3nccnc3c2)cc1	0	-1%	14%	9%	0	-0.5%	4%	-2%	-4%	x	0%
NCCOc1ccccc1Cc1ccccc1	0	0%	-46%[inhibitor]	u	0	-0.8%	2%	19µM*	-5%	-5%	-3%
COC1=C/C(=C/c2c(N)n3nc(CC(=O)N4CCOCC4)sc3nc2=O)C=CC1=O	x	-7%	0%	9%	2	-0.2%	-12%	-5%	x	x	11%
COc1ccc(N2CCOCC2)c(NC(=O)c2cccnc2)c1	x	0%	4%	3%	8	-0.4%	-3%	3%	2%	x	-3%
CCCc1nc2sc3c(SCC(=O)NCc4ccco4)ncnc3c2c2c1CCC2	2	-15%	-56%[inhibitor]	0%	3	0.3%	11%	u	19%	15%	-3%
CC(C)N1CC(C(=O)O)CC1=O (centres undefined)	1	2%	3%	u	14	-0.1%	1%	3%	-4%	9%	-3%
Cc1nn(C)cc1CNC(=O)C1C2CCC(C2)C1C(=O)O (centres undefined)	-2	x	x	0%	x	0.5%	7%	-1%	-9%	8%	x
CCCC[C@@H]1CNCCN1CCCc1cc(OC)c(OC)c(OC)c1	x	6%	-4%	1%	-13	-0.5%	x	-2%	x	x	1%
COc1ccccc1NC(=O)Oc1ccc(C(C)=O)cc1	0	0%	12%	-5%	-16	-0.2%	1%	-2%	1%	-22%	-6%
CC(=O)c1c(C)c2c(n1CCN(C)C)CCCC2	0	4%	-2%	12%	-7	-1.3%	3%	1%	-3%	-8%	-5%
O=C(CSc1nc2ncccc2[nH]1)Nc1c(F)cc(F)cc1Br	7	2%	15%	-21%	24	-0.8%	-2%	0%	2%[0.46 µM]	-5%	1%
Cc1cc(N)n2nc(-c3ccc(C(C)(C)C)cc3)cc2n1	-8	-12%	-54%[inhibitor]	u	-18	-0.3%	0%	-7%	-9%	23%	1%

A portion of the library. The share of hits here may be higher or lower than overall.
